EBI2 antag – blocks human EBI2 receptor beta-arrestin signaling; 360,000 compounds, 0.81% hits; AID 651636; EBI2 beta-arrestin recruitment, luminescence, 7a,25-OHC stimulated; inhibition, % at 5 µM; in the data active means inhibition above about 38%;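 further: enzyme fragment complementation signal reports receptor beta-arrestin coupling in cells; 0% = agonist plus DMSO wells and 100% = wells without agonist; some results beyond the cut were filed as inactive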
Target sequence (P32249 whole entry, looked up, the tested form may be a part): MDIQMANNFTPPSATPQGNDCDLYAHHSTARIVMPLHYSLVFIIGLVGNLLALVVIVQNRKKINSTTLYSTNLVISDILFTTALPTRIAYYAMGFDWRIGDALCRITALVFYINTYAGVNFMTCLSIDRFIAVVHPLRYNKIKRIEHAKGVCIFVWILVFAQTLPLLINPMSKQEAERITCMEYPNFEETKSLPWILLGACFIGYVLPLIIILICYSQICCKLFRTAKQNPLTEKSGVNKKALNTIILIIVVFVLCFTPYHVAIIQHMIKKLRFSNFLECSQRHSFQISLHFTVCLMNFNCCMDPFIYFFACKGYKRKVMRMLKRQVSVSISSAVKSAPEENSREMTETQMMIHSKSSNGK
Jurkat NFkB inh – inhibitors of the PMA/ionomycin-induced NF-kB reporter in Jurkat cells. PMA/ionomycin-induced NF-kB luciferase reporter, luminescence. AID 435003. inhibition, % at 4 µM. 330,000 compounds, 0.53% hits
SENP8 inh – SENP8 protease inhibition; Q96LD8; inhibition, % at 10 µM; 330,000 compounds, 1.2% hits; purified SENP8, Z-RLRGG-aminoluciferin cleavage, luminescence; AID 2540
Target sequence (Q96LD8 whole entry, looked up): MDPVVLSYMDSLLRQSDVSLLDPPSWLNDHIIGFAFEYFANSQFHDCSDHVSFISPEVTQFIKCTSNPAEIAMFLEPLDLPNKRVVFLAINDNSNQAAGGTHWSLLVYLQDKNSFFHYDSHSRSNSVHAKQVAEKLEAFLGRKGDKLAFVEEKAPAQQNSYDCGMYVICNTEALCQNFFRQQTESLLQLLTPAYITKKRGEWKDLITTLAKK
UBC13 polyUb – blocks human UBC13 polyubiquitin chain formation. TR-FRET. inhibition, % at 20 µM. 330,000 compounds, 0.47% hits; in the data active means inhibition above about 45%, passing the limit was not always enough
Target sequence (P61088 whole entry, looked up): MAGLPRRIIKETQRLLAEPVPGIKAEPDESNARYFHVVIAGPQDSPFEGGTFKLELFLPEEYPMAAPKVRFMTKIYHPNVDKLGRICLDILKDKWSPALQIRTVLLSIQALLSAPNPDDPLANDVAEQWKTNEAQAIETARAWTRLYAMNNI
CCR6 antag – blocks CCL20-driven beta-arrestin recruitment at human CCR6. 340,000 compounds, 0.49% hits. CHO-K1 CCR6 PathHunter beta-arrestin, luminescence, CCL20-stimulated. inhibition, % at 20 µM. P51684;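 active means compounds whose inhibition of the agonist-driven luminescence signal at 20 µM reaches about 50%, limit read from the data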;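 further: cells stimulated with CCL20 at 14 nM final; plate controls were DMSO with CCL20 for no effect and DMSO without agonist for full effect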
Apaf-1 inh – inhibitors of human Apaf-1 apoptosome; O14727; reconstituted apoptosome caspase-3 activity, DEVD-Rh110 fluorescence; inhibition, % at 20 µM; 330,000 compounds, 0.71% hits; active means inhibition of at least 40% at 20 µM;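 further: plate controls were DMSO wells for no effect and DEVD-CHO caspase inhibitor wells for full effect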
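Assay system: Apoptosome proteins | Medium: pH 7.5 Hepes buffer with CHAPS, BSA, DTT | Also added: Cytochrome c and DEVD-Rh110 substrate | Times: 30 min plus 50 min, RT | Detection: Rhodamine 110 fluorescence at Ex 480/Em 540 nm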
Gli-Sufu block – Gli-Sufu pathway antagonism | Sufu-KO-LIGHT fibroblasts, Gli luciferase reporter luminescence | inhibition, % at 5 µM | 340,000 compounds, 0.74% hits;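 active means inhibition above about 55%, limit read from the data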;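 further: 0% = DMSO-treated cells and 100% = wells with medium but no cells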
697 NFkB inh – inhibitors of the PMA/ionomycin-induced NF-kB reporter in 697 B cells; 697 B-cell NF-kB luciferase reporter, 16 h; inhibition, % at 4 µM; 330,000 compounds, 0.33% hits; AID 435022; in the data active means inhibition above about 35%
Starred values were filed as active, the others as inactive; x = no result given. Unless noted, no stated cut-off is given here; in the data, active means inhibition above about 50%; inactive means the rest. The list is partial; rates above refer to the full screens.

Preview:
SMILES | EBI2 antag | Jurkat NFkB inh | SENP8 inh | UBC13 polyUb | CCR6 antag | Apaf-1 inh | Gli-Sufu block | 697 NFkB inh
Cc1cccc(NC(=O)c2ccc(CN3CCc4ccccc4C3)cc2)c1C | -4 | 20 | 1 | -1 | 10 | 7 | 9 | -5
COc1ccc(COC(=O)c2sc3nc4n(c(=O)c3c2C)CCC4)cc1 | 8 | -5 | -15 | 1 | 4 | 6 | -7 | -23
CCOC(=O)c1cccc(NC(=O)C2CCCN2S(=O)(=O)c2cccc3cccnc23)c1 (centres undefined) | -10 | 13 | -4 | -4 | 3 | 3 | 0 | -5
CCc1nc2oc3ccccc3c(=O)c2c(=O)n1-c1ccccc1 | -3 | -111 | -1 | 6 | 8 | -2 | -42 | -44
O=C(CN1CCN(c2ccccn2)CC1)Nc1ccc(F)cc1 | 3 | -5 | 7 | -9 | -5 | -5 | 3 | -1
COc1c[nH]n(-c2ccccc2)c(=O)c1=O | 5 | 5 | 0 | -5 | 1 | -13 | 2 | -10
COc1ccc(CCN(C(=O)c2ccc(F)cc2)C2=CC3CCC(C2)N3C)cc1OC (centres undefined) | 6 | 5 | 3 | 3 | -9 | 5 | -24 | -9

Main list, previewed entries included:
SMILES | EBI2 antag | Jurkat NFkB inh | SENP8 inh | UBC13 polyUb | CCR6 antag | Apaf-1 inh | Gli-Sufu block | 697 NFkB inh
Cc1cccc(NC(=O)c2ccc(CN3CCc4ccccc4C3)cc2)c1C | -4 | 20 | 1 | -1 | 10 | 7 | 9 | -5
COc1ccc(COC(=O)c2sc3nc4n(c(=O)c3c2C)CCC4)cc1 | 8 | -5 | -15 | 1 | 4 | 6 | -7 | -23
CCOC(=O)c1cccc(NC(=O)C2CCCN2S(=O)(=O)c2cccc3cccnc23)c1 (centres undefined) | -10 | 13 | -4 | -4 | 3 | 3 | 0 | -5
CCc1nc2oc3ccccc3c(=O)c2c(=O)n1-c1ccccc1 | -3 | -111 | -1 | 6 | 8 | -2 | -42 | -44
O=C(CN1CCN(c2ccccn2)CC1)Nc1ccc(F)cc1 | 3 | -5 | 7 | -9 | -5 | -5 | 3 | -1
COc1c[nH]n(-c2ccccc2)c(=O)c1=O | 5 | 5 | 0 | -5 | 1 | -13 | 2 | -10
COc1ccc(CCN(C(=O)c2ccc(F)cc2)C2=CC3CCC(C2)N3C)cc1OC (centres undefined) | 6 | 5 | 3 | 3 | -9 | 5 | -24 | -9
COc1ccc(CS(=O)(=O)c2ncn[nH]2)cc1 | 0 | 13 | 7 | 3 | -3 | -1 | 10 | 7
CC(OC(=O)C1=COCCO1)C(=O)c1ccc(C(C)(C)C)cc1 (centres undefined) | -11 | -7 | -8 | -1 | 16 | 14 | -17 | -6
CN(C(=O)c1ccc(F)cc1)c1ccc(OCC(=O)Nc2ccccc2C(=O)O)cc1 | -12 | 7 | 2 | 12 | 2 | 4 | -2 | 16
COc1ccc(C(C(=O)NC2CCCC2)N(CC2CCCO2)C(=O)Cn2nnc(-c3ccc(C)o3)n2)cc1 (centres undefined) | -2 | -6 | -5 | 16 | 13 | -2 | 1 | 2
CC(=O)c1ccc(OCCCC(=O)Nc2ccc3c(c2)OCCO3)cc1 | 12 | 14 | 1 | -1 | 10 | 4 | -6 | 0
Cc1ccc(C)c(NNC(=O)C(=O)NNc2cc(C)ccc2C)c1 | -11 | 7 | -6 | -5 | 0 | -5 | 1 | -24
Oc1ccc(CCc2n[nH]c(=S)n2-c2ccc(F)cc2)cc1 | 4 | 9 | -3 | 0 | -3 | -12 | 8 | -4
O=C(NCC1CCCO1)C(c1cccs1)N(Cc1cccs1)C(=O)c1ccc(-c2ccccc2)[nH]1 (centres undefined) | -12 | 3 | -1 | 2 | 8 | 10 | x | 9
CCC(C)(C(=O)NC1CCCCC1)N(Cc1ccco1)C(=O)c1ccccn1 (centres undefined) | -6 | 7 | 4 | 6 | 14 | -2 | 8 | 0
CSc1nc(=S)n(-c2ccccc2)c(C)c1C(C)=O | -2 | -13 | 3 | -1 | 2 | -1 | -1 | 22
CC(C)n1c(N2CCN(C(=O)c3cccs3)CC2)nc2ccccc21 | -3 | -12 | 0 | -7 | -9 | 7 | 17 | -20
Cc1cccc(N2CCN(C(=O)Cc3c(C(=O)O)[nH]c4ccc(Cl)cc34)CC2)c1C | -1 | -20 | 0 | -31 | -1 | 13 | 1 | 16
Cc1cc(NC(=O)COC(=O)C2=NN(c3ccccc3)C(=O)CC2)c([N+](=O)[O-])cc1C | -5 | -3 | 7 | 8 | 4 | -3 | -4 | 12
O=C(CCCCCl)Nc1c2c(nc3ccccc13)CCC2 | 2 | -2 | -3 | -3 | 4 | -3 | -11 | 3
Cc1ccc(CNC(=O)c2ccccc2CCc2ccccc2)cc1 | 9 | 0 | -2 | 2 | 5 | -1 | 9 | -1
COc1ccccc1N(CC(=O)N(c1ccccc1)C(C)C)S(=O)(=O)c1cccs1 | 6 | -3 | 2 | -5 | 15 | -1 | 14 | 14
CCCCNC(=O)C1CCC(CNc2c(N3CCC(C)CC3)c(=O)c2=O)CC1 (centres undefined) | -1 | 9 | -6 | 4 | 6 | -11 | -7 | 21
COc1ccc(-c2nc(C#N)c(N3CCC(C(N)=O)CC3)o2)cc1OC | -4 | 1 | -1 | 5 | 0 | 1 | 13 | 9
Cc1noc(C)c1S(=O)(=O)N1CCN(Cc2ccc3c(c2)OCO3)CC1 | 3 | -16 | -7 | -2 | 4 | 0 | 1 | -11
COc1ccc(CCNC(=O)C(=O)NCC2CCNCC2)cc1OC | -12 | -2 | -9 | 4 | -9 | -14 | -5 | 9
Cc1cc(N)c2ccccc2n1 | -9 | 11 | 6 | -10 | 10 | -21 | -1 | 17
COc1ccccc1C(C)NC(=O)c1ccc(NC(=O)CC2SC(N3CCCC3)=NC2=O)cc1 (centres undefined) | -2 | -2 | -1 | 1 | -2 | 6 | 1 | 17
CCOC(=O)c1c(C)oc2cc(Br)c(OC)cc12 | 13 | 22 | -3 | 0 | 2 | 0 | -6 | -24
Cc1c(C(=O)O)oc2c1/C(=N\O)CC(C)(C)C2 | 1 | 3 | 3 | 0 | -6 | 2 | 3 | -9
O=C(CSc1nnc2ccccn12)NNC(=O)c1cccc(Cl)c1 | -17 | -2 | -19 | -11 | -7 | -6 | 29 | 25
CCC(C)N(C(=O)CN1C(=O)NC2(CCc3ccccc32)C1=O)C1CCS(=O)(=O)C1 (centres undefined) | -12 | -11 | 7 | -2 | -2 | -4 | 0 | 12
NC(=O)C1CCC(NC(=O)OCc2ccccc2)CC1 (centres undefined) | -14 | -6 | 2 | 4 | 1 | 7 | -7 | -3
CC(=O)C12C3C4C(C5C1C3C5(Br)C41OCCO1)C21OCCO1 (centres undefined) | 5 | 13 | -4 | 5 | 9 | -9 | 8 | -8
COC(=O)c1cc(NC(=O)c2c(F)c(F)c(F)c(F)c2F)cc(C(=O)OC)c1 | -8 | -10 | -4 | 11 | -24 | -2 | 1 | 23
CCOc1ccc(N(CC(=O)NCc2ccc(F)cc2)C(=O)CCC(=O)Nc2nccs2)cc1 | 6 | -11 | -6 | -5 | 15 | 10 | -5 | -4
CC(C)(C)c1ccc(S(=O)(=O)NCc2ccc(C(=O)N3CCCC3)cc2)cc1 | -4 | 4 | 5 | 6 | -3 | -1 | 8 | -2
CCCOc1cccc(C2/C(=C(/O)c3ccc(F)cc3)C(=O)C(=O)N2CCN(C)C)c1 (centres undefined) | -4 | 13 | -2 | -11 | 11 | 0 | 0 | 13
O=C(NCCSc1ccccc1)c1cncc(Br)c1 | 14 | -53 | -1 | 1 | 20 | -2 | -72 | -35
CCO[C@H]1OC(C(=O)N2CCN(Cc3ccccc3)CC2)=C[C@@H](C)[C@@H]1CCCO | -4 | 3 | -3 | -8 | -1 | -6 | 9 | 25
CCOCCCN1CC(C(=O)NCCc2ccccc2)CC1=O (centres undefined) | -6 | -19 | 0 | 2 | 10 | -12 | 1 | 11
Cc1ccc(S(=O)(=O)NCC(=O)NCC(=O)OC(C(=O)NC(N)=O)C(C)C)cc1C (centres undefined) | -1 | 10 | 6 | -5 | -1 | -23 | 3 | 13
COCCn1nnnc1CN1CCN2CCCC2C1 (centres undefined) | 0 | -4 | -2 | 5 | 6 | -17 | 1 | 7
Cc1cc(C)c2c(NC(N)=S)n[nH]c2n1 | -9 | -6 | 5 | 4 | 4 | -6 | -1 | 17
Cc1c(Cl)cccc1NC(=O)CCN1C(=O)C2CC=CCC2C1=O (centres undefined) | -1 | -7 | 4 | 3 | 12 | -9 | -5 | 4
Cc1ccc(OCC(=O)N/N=C2/SCC(=O)N2Cc2ccco2)cc1 | -3 | 0 | -2 | 8 | 2 | 0 | 9 | -13
O=C(Nc1cc(Cl)ccc1-n1cncn1)c1cccc(S(=O)(=O)N2CCOCC2)c1 | -3 | 7 | 8 | 4 | 11 | -2 | 5 | 34
COCCn1c(SCC(=O)Nc2ccc(S(N)(=O)=O)cc2)nc2ccccc21 | 6 | 19 | -1 | 1 | 3 | -6 | -9 | 16
Cc1ccc(C(C(=O)NCc2ccco2)N(C(=O)CNC(=O)c2cccs2)c2ccc(C)cc2)cc1 (centres undefined) | 3 | -5 | 1 | -14 | 13 | 9 | -1 | -33

Remaining list, next part
SMILES | EBI2 antag | Jurkat NFkB inh | SENP8 inh | UBC13 polyUb | CCR6 antag | Apaf-1 inh | Gli-Sufu block | 697 NFkB inh
Cc1ccc(C(=O)OCc2cn3ccccc3n2)cc1 | 0 | 2 | -8 | 6 | 23 | 16 | -10 | 7
CC(=O)c1cnc2cc(-c3ccc(C)cc3)nn2c1C | 12 | -112 | 45 | 13 | 9 | 6 | -54 | -179
Cc1ccccc1-n1c(=O)/c(=C\c2ccco2)s/c1=C(/C#N)C(=O)Nc1ccccc1 | 26 | 4 | -2 | -9 | 1 | 12 | 8 | 26
O=C(CCn1nc(-c2ccc(Cl)cc2)c2ccccc2c1=O)NCCN1CCOCC1 | -4 | -12 | -9 | -12 | -6 | 5 | 10 | -25
O=C(COc1ccc2ccc(=O)oc2c1)N1CCN(c2ccccc2)CC1 | -6 | -4 | 3 | 21 | 9 | -14 | 0 | 5
Cc1nc2ccc(Br)cc2c2c1CC(CO)O2 (centres undefined) | 3 | 7 | -1 | 31 | -1 | 1 | 7 | 7
O=[N+]([O-])c1cc(S(=O)(=O)N2CCCC2)ccc1NCCCN1CCOCC1 | -7 | 4 | 8 | -10 | -2 | 0 | 42 | -2
COc1cc(C(=O)Nc2nc(C)c(Cc3ccc4c(c3)OCO4)s2)cc(OC)c1OC | 1 | 47 | 2 | 13 | -8 | -7 | 11 | -5
CCOC(=O)CCN(Cc1cccs1)S(=O)(=O)c1ccc(Cl)cc1 | 8 | 4 | -6 | -3 | 7 | 13 | 4 | 11
O=c1[nH]c(NCCO)nc2c1C1(CCCC1)Cc1ccccc1-2 | -2 | -1 | 0 | 10 | 7 | 22 | 14 | -10
COc1ccc(CCNC(=O)C(CCC(N)=O)NS(=O)(=O)c2ccc(Cl)cc2)cc1OC (centres undefined) | 1 | -20 | 2 | -16 | 13 | 6 | -1 | -10
COc1ccc(NC(=O)C2CC(=O)n3ncnc3N2)cc1 (centres undefined) | 0 | 1 | 0 | 16 | -9 | -13 | -6 | 26
Cn1c(SCC(=O)Nc2nc3ccccc3s2)nnc1-c1ccccc1 | 0 | -14 | 2 | -10 | 6 | 16 | -13 | -27
O=C(CN1CCN(C(=O)c2cccc(F)c2)CC1)NC1CCCCC1 | x | -1 | 4 | -3 | 5 | 5 | -12 | -17
O=C(CN1C(=O)C2CC=CCC2C1=O)Nc1ccc(S(=O)(=O)Nc2ncccn2)cc1 (centres undefined) | -2 | 2 | 4 | 12 | 1 | -20 | -19 | 17
CCn1cc(C(=O)NCCCOC)c(=O)c2cc(S(=O)(=O)N(C)C)ccc21 | 4 | -5 | -20 | -6 | 10 | -303 | 8 | -8
Cc1cc2ccccc2c(=O)n1CC(=O)Nc1ccc2c(c1)OCCO2 | 2 | 3 | 1 | 5 | 3 | 5 | -3 | 10
Cn1ncc(-c2ccno2)c1C(=O)O | -12 | 0 | -2 | -3 | 11 | -7 | x | 17
